NCI-60 one-dose screen, 48 h, at 10 µM unless noted. Numbers give growth in % (100 = growth as untreated, 0 = no growth, -100 = all killed).
SK-OV-3 – SK-OV-3 ovarian cancer cells; hit rate 3.2% among 80,000
IGROV1 – IGROV1 ovarian cancer; AID 1794786; hit rate 4.7% among 79,000
OVCAR-8 – OVCAR-8 ovarian cancer; AID 1794782; hit rate 4.4% among 81,000
OVCAR-4 – OVCAR-4 ovarian cancer cells. hit rate 3.7% among 80,000. AID 1794784
DU-145 – DU-145 prostate cancer | hit rate 4.2% among 81,000 | AID 1794760
OVCAR-5 – OVCAR-5 ovarian cancer; hit rate 2.9% among 82,000
NCI/ADR-RES – NCI/ADR-RES ovarian cells. hit rate 4.4% among 81,000. AID 1794790
OVCAR-3 – OVCAR-3 ovarian cancer; hit rate 7% among 79,000; AID 1794787
Active calls of the source: *; . = no result given. The calls were made as follows: active = growth percent below 10; inactive = the rest. Outcome played no part in choosing rows. Share with any hit: about 9.5%.

SMILES | SK-OV-3 | IGROV1 | OVCAR-8 | OVCAR-4 | DU-145 | OVCAR-5 | NCI/ADR-RES | OVCAR-3
C#CCNc1nc(NCCNC(=O)CCl)nc(N(C)CCCCc2ccccc2)n1 | 101 | 79 | 101 | 97 | 101 | 109 | 102 | 94
NC(=S)Nc1c(Br)cc(Br)cc1Br | 96 | 136 | 108 | 92 | 108 | 109 | 106 | 105
Cc1cc(-n2cccc2)c(C)c2c1[nH]c1ccc(Cl)cc12 | 91 | 96 | 99 | 91 | 91 | 102 | 90 | 99
CC(=O)C(=Cc1ccc(N(C)C)cc1)C(C)=O | 107 | 102 | 99 | 97 | 96 | 105 | 103 | 105
Clc1ccc2oc3c(OCCCn4ccnc4)c4ccccc4nc3c2c1 | 112 | 55 | 44 | 75 | 64 | 74 | 56 | 101
CN(C)C1CCC(NC2=CC(=O)C(NC3CCC(N(C)C)CC3)=CC2=O)CC1 (stereo not drawn) | 110 | 110 | 113 | 108 | 114 | 105 | 118 | 112
CCN(CC)CCOC(=O)CCC(C)=O | 105 | 99 | 105 | 108 | 111 | 115 | 110 | 113
CCN(CC)CCCCCCCCNc1c2ccc(Cl)cc2nc2ccc(OC)cc12 | -29* | -9.4* | . | -50* | -67* | -24* | -30* | -38*
C=C(C)[C@@H]1CC[C@]2(C(=O)N3CCNCC3)CC[C@]3(C)[C@H](CC[C@@H]4[C@@](C)(CCC(=O)N5CCNCC5)[C@H](C(=C)C)CC[C@]43C)[C@@H]12 | 101 | 101 | 48 | 82 | 79 | 104 | 96 | 71
C[C@]12CCC(=O)C=C1CCC1C2C(=O)C[C@@]2(C)C1CC[C@]2(O)C(=O)CO (stereo partly drawn) | 113 | 105 | 103 | 114 | 101 | 99 | 100 | 105
Cc1ccc(S(=O)(=O)NCCNc2nccc(-c3c(-c4ccccc4)nc4sccn34)n2)cc1 | 107 | 51 | 70 | 75 | 72 | 117 | 70 | 81
[O-]/C(=C\[P+](c1ccccc1)(c1ccccc1)c1ccccc1)c1ccccc1 | 100 | 92 | 101 | 104 | 105 | 89 | 86 | 101
CCc1c(C(=O)N[C@@H]2c3cc(Cl)ccc3CC[C@H]2O)[nH]c(C)c1C(C)=O | 54 | . | 47 | 63 | 66 | 83 | 56 | 56
CN(C)/C=C1\CC2C(=O)N(Cc3ccc(Cl)cc3Cl)C(N(C)C)N2C1=O (stereo not drawn) | 99 | 108 | . | 115 | 106 | 93 | 104 | 107
C=CCOc1cccc(NC(=O)C[N+](CCC)(CCC)Cc2ccc(Cl)cc2)c1 | 75 | 60 | 97 | 85 | 103 | 86 | 113 | 94
COc1cccc(C2C3=C(COC3=O)N(CCO)c3cc(OC)c(OC)cc32)c1 (stereo not drawn) | 107 | 115 | 106 | 103 | 116 | 102 | 108 | 114
O=C(CCCl)c1ccc(-c2ccccc2)cc1 | 93 | 92 | 105 | 108 | 106 | 106 | 97 | 105
CCC(=O)NNc1nccc(Nc2ccc(S(=O)(=O)Nc3ccncc3)cc2)n1 | 110 | 99 | 105 | 101 | 105 | 105 | 104 | 100
CC(C)(C)NC/C(=C\c1ccccc1)C(=O)c1ccccc1 | 58 | 0.6* | -29* | 31 | 22 | -43* | -31* | -43*
Nc1nnc(CCSc2ccccc2)s1 | 91 | 85 | 99 | 99 | 107 | 106 | 97 | 97
Clc1cnnc(Cl)c1Cl | 114 | 110 | 105 | 101 | 123 | 108 | 106 | 127
C=C1C(=O)O[C@H]2[C@H]1CC/C(COC(=O)NCC(C)c1ccc(CC(C)C)cc1)=C\CC[C@@]1(C)O[C@@H]21 (stereo partly drawn) | 100 | -70* | -51* | -44* | 16 | 62 | 29 | -86*
C=CCn1c(SC/C(=N/O)c2ccccc2)nnc1-c1cc(-c2ccc(S(C)(=O)=O)cc2)nc2ccccc12 | 130 | 93 | 86 | 90 | 96 | 102 | 90 | 101
NC(=O)c1cccc(-n2ccc3cc(NC(=O)Nc4ccc(Cl)c(C(F)(F)F)c4)ccc32)n1 | 95 | 74 | 72 | 78 | 95 | 93 | 82 | 95
O=C(CNc1ncco1)Nc1ccc(S(=O)(=O)c2ccc(NC(=O)CNc3ncco3)cc2)cc1 | 76 | -10* | -81* | 17 | 115 | 28 | -12* | 104
(more compounds)
SMILES | SK-OV-3 | IGROV1 | OVCAR-8 | OVCAR-4 | DU-145 | OVCAR-5 | NCI/ADR-RES | OVCAR-3
COc1cc(Cl)cc(-c2nn(C(=O)NCCN3CCCC3)cc2-c2ccncc2)c1 | 77 | 87 | 59 | 99 | 92 | 100 | 102 | 107
N#C/C(=C\c1cn[nH]c1-c1ccccc1)C(=O)Nc1sc2c(c1C#N)CCC2 | 94 | 102 | 98 | 110 | 102 | 107 | 102 | .
CC(C)(C)OC(=O)c1ccc(NCc2cc(O)ccc2O)cc1 | 45 | -14* | 17 | 12 | 57 | 106 | 23 | -84*
O=C(CSc1nnc(-c2c[nH]c3ccccc23)n1-c1ccccc1)Nc1ccc(C(=O)/C=C/c2ccc(Cl)cc2)cc1 | 81 | 75 | 85 | 75 | 80 | 98 | 93 | 70
ClCc1c(Cl)c(Cl)c(Cl)c(CCl)c1Cl | 113 | 4.3* | 50 | -66* | 15 | 118 | . | -95*
Cc1[nH]c(C(=O)Nc2cc(C(N)=O)ccc2OC2CCNC2)c(Cl)c1Cl (stereo not drawn) | 88 | 61 | 79 | 88 | 105 | 93 | 93 | 97
O=[N+]([O-])c1cccc(-c2nc3sccn3c2-c2ccnc(NCCCNS(=O)(=O)c3ccc(Cl)cc3)n2)c1 | 97 | 43 | 20 | 18 | 64 | 112 | 13 | 45
COc1ccc(-c2nn(-c3ccc(NC(=O)Nc4cccc(Cl)c4Cl)cc3)cc2-c2ccncc2)cc1Cl | 81 | 66 | 82 | 74 | 86 | 74 | 72 | 83
O=C(NCCCNc1nccc(-c2c(-c3cccc(F)c3)nc3sccn23)n1)C1CCCCC1 | 88 | 38 | 71 | 86 | 92 | 105 | 73 | 82
O=C(O)/C=C/c1cc2c(cc1[N+](=O)[O-])OCO2 | 96 | 108 | 103 | 102 | 105 | 120 | 95 | 104
C[C@H](CCC(=O)NCc1ccc(C(=O)NO)cc1)[C@H]1CC[C@H]2[C@@H]3[C@@H](O)C[C@@H]4C[C@H](O)CC[C@]4(C)[C@H]3CC[C@]12C | 103 | 94 | . | 83 | 87 | 98 | 106 | 94
O=C1CN(CCN2CC(=O)N(CN3CCOCC3)C(=O)C2)CC(=O)N1CN1CCOCC1 | 116 | 21 | 105 | 111 | 111 | 107 | 116 | 112
O=C(CCSCCC(=O)N/N=C/c1ccccc1O)N/N=C\c1ccccc1O | 95 | 106 | 97 | 93 | 109 | 92 | 96 | 98
CCN(CC)CCNC(=O)c1ccc(NC(C)=O)cc1 | 102 | 112 | 106 | 108 | 119 | . | 97 | 121
CS(=O)(=O)c1ccc(Nc2nc(N3CCC(O)CC3)nc3cc[nH]c(=O)c23)cc1 | 15 | 63 | 88 | 158 | 92 | 133 | 113 | 108
Cc1nc2ccc(Nc3nc(NCCN)nc(N4CCOCC4)n3)cc2n1Cc1ccccc1 | 101 | 117 | 98 | 119 | 110 | 97 | . | 101
CC(=O)C(c1ccccc1)(c1ccccc1C)c1ccccc1C | 101 | 85 | 90 | 109 | 101 | 106 | 83 | 97
NS(=O)(=O)c1ccc(Nc2nc(N/N=C/c3cn(-c4ccccc4)nc3-c3ccccc3)nc(Nc3ccccc3)n2)cc1 | 126 | 99 | 80 | 90 | 101 | 119 | 100 | 87
C[C@]1(CO)O[C@H](n2cc(F)c(N)nc2=O)C[C@@H]1O | 80 | 106 | 59 | 104 | 109 | 103 | 87 | 112
ClC1=C(Cl)C(Cl)=C(Cl)C1=Cc1ccc(Cl)cc1 | 96 | . | . | 75 | -75* | 72 | -47* | -97*
CS(=O)(=O)Nc1ccc(CNC(=O)C2CCN(c3nc(C(F)(F)F)ccc3C#N)CC2)cc1 | 99 | 91 | 104 | 90 | 102 | 81 | 106 | 107
Brc1ccc(SCN(CSc2ccc(Br)cc2)Cc2ccccc2)cc1 | 94 | 36 | 74 | 76 | 97 | 90 | 73 | 92
COc1cc2c(c(OC)c1OC)C(=O)CC(c1cccc(NC(=O)c3ccc([N+](=O)[O-])cc3)c1)O2 (stereo not drawn) | 91 | 71 | 38 | 54 | 72 | 102 | 45 | 68
O=c1oc2ccc(F)cc2c(=O)n1-c1ccc(F)cc1F | -4.7* | 30 | 23 | 12 | 28 | 65 | 19 | 4.1*
Cc1oc(-c2cc(C(F)(F)F)ccc2Cl)cc1C(=O)Nc1ccc(S(N)(=O)=O)cc1 | 110 | 102 | 105 | 107 | 108 | 99 | 110 | 116

Copied from the list.
Reading for O=C(CCCl)c1ccc(-c2ccccc2)cc1 under OVCAR-3: 105
Reading for COc1ccc(-c2nn(-c3ccc(NC(=O)Nc4cccc(Cl)c4Cl)cc3)cc2-c2ccncc2)cc1Cl under OVCAR-8: 82
Reading for O=C(CSc1nnc(-c2c[nH]c3ccccc23)n1-c1ccccc1)Nc1ccc(C(=O)/C=C/c2ccc(Cl)cc2)cc1 under OVCAR-8: 85

A different layout for some results above:
Every second line gives: SK-OV-3	IGROV1	OVCAR-8	OVCAR-4	DU-145	OVCAR-5	NCI/ADR-RES	OVCAR-3
> NS(=O)(=O)c1ccc(Nc2nc(N/N=C/c3cn(-c4ccccc4)nc3-c3ccccc3)nc(Nc3ccccc3)n2)cc1
    126	99	80	90	101	119	100	87
> C[C@]1(CO)O[C@H](n2cc(F)c(N)nc2=O)C[C@@H]1O
    80	106	59	104	109	103	87	112

The main list resumes, repeating the 4 entries before the break.
SMILES | SK-OV-3 | IGROV1 | OVCAR-8 | OVCAR-4 | DU-145 | OVCAR-5 | NCI/ADR-RES | OVCAR-3
Brc1ccc(SCN(CSc2ccc(Br)cc2)Cc2ccccc2)cc1 | 94 | 36 | 74 | 76 | 97 | 90 | 73 | 92
COc1cc2c(c(OC)c1OC)C(=O)CC(c1cccc(NC(=O)c3ccc([N+](=O)[O-])cc3)c1)O2 (stereo not drawn) | 91 | 71 | 38 | 54 | 72 | 102 | 45 | 68
O=c1oc2ccc(F)cc2c(=O)n1-c1ccc(F)cc1F | -4.7* | 30 | 23 | 12 | 28 | 65 | 19 | 4.1*
Cc1oc(-c2cc(C(F)(F)F)ccc2Cl)cc1C(=O)Nc1ccc(S(N)(=O)=O)cc1 | 110 | 102 | 105 | 107 | 108 | 99 | 110 | 116
COc1ccc(-c2nc(/N=C/c3ccc(O)cc3)n[nH]2)cc1 | 65 | 89 | 80 | 105 | 104 | 105 | 106 | 107
Cc1nc2c(C)c(C(=O)Nc3ccc(Cl)cc3)sc2c(=O)[nH]1 | 106 | 94 | 99 | . | 109 | 113 | 98 | 112
c1ccc(-c2nc(N3CCOCC3)nc3ccccc23)cc1 | 104 | 97 | 94 | 92 | 102 | 102 | 81 | 120
COc1ccc2c3c(c4ccccc4cc13)C(=O)N(CCN(C)CCN)C2=O | -6.3* | -48* | -52* | -79* | -87* | -66* | -7.1* | -62*
c1ccc(-c2nc(-c3ccccc3)n(-c3nocc3-c3ccco3)n2)cc1 | 102 | 98 | 111 | 128 | 130 | 107 | 104 | 123
O=C(O)CNC(=O)c1cccc([N+](=O)[O-])c1 | 112 | 118 | 110 | 109 | 106 | 102 | 106 | 110
CCOC(=O)Nc1ccc(-c2nc(-c3cccc(O)c3)c(-c3ccnc(Br)c3)[nH]2)cc1 | 41 | 33 | 11 | 14 | 58 | 85 | 64 | 15
CCC1(CC)CC1C#N (stereo not drawn) | 101 | 104 | 95 | 102 | 108 | 105 | 98 | 101
O=C(NCC1CCCCC1)NCC1CCCCC1 | 119 | 127 | 114 | 94 | 102 | 112 | 95 | 112
COC(=O)/C(=N\Nc1nc(=S)[nH]n1N)C(C#N)c1ccccc1 (stereo not drawn) | 98 | 110 | 104 | 102 | 111 | 114 | 110 | 102
O=CNc1ccc2c(c1)Cc1cc([N+](=O)[O-])ccc1-2 | 13 | 31 | 41 | 74 | 0.8* | 36 | 3.1* | 16
Cc1cccc(Cl)c1NC(=O)N(C)c1ccccc1 | 109 | 115 | 105 | 103 | 123 | 106 | 110 | 122
CC(C(=O)OC1CC(C)(C)N([O])C(C)(C)C1)c1cccc(C(=O)c2ccccc2)c1 (stereo not drawn) | . | 97 | 89 | 76 | 109 | 93 | 90 | 92
CCOC(=O)c1c(SC)nn(-c2cc(=O)[nH]c3ccccc23)c1N | 94 | 96 | 92 | 92 | 103 | 104 | 95 | 92
COc1ccc(-c2[nH]c(=S)nc3c2c(N)nn3-c2ccccc2)cc1 | 104 | 97 | 99 | 106 | 110 | 97 | 101 | 115
O=C(N/N=C/c1ccccc1)c1ccc(NC(=O)c2ccccn2)cc1 | 93 | 92 | 102 | 110 | 101 | 101 | 97 | 100
Cc1ccc(-c2cc(Cc3c(Cl)cccc3Cl)c(=O)n(CN3CCNCC3)n2)cc1C | 107 | 119 | 98 | 105 | 109 | 94 | 101 | 110
O=S=Nc1ccc([N+](=O)[O-])cc1 | 103 | 103 | 104 | 101 | 85 | 87 | 99 | 98
Nc1nnc(-c2ccc(OCc3nnc(-c4ccc(Cl)cc4)o3)cc2)s1 | 106 | . | 102 | 90 | 104 | 106 | 92 | 100
C=CCC1CCCC/C1=C(\C#N)c1ccccc1 (stereo not drawn) | 107 | 119 | 100 | 107 | 118 | 110 | 100 | 110
O=C1CC(c2ccccc2)C(=O)N2C(=O)CC(c3ccccc3)C(=O)N12 (stereo not drawn) | 106 | 116 | 107 | 104 | 112 | 105 | 111 | 115
COc1ccc2nc3cc(Cl)ccc3c(NCCCCCN3CCCCC3)c2c1 | -15* | 5.2* | -14* | -61* | -3.5* | -27* | -8.5* | -22*
COc1cccc(-c2nn(C(C)(C)C)cc2-c2ccnc(NCCNS(=O)(=O)c3cccc(F)c3)c2)c1 | 109 | 110 | 105 | 107 | 110 | 103 | 105 | 108

High-throughput results: PubChem, NCI
